High-throughput results: PubChem BioAssay, several laboratories
COUP-TFII inh = blocks human COUP-TFII nuclear receptor. HEK293T NGFI-A luciferase reporter, luminescence. inhibition, % at 8.6 µM. actives 0.7% (n = 370,000). AID 686940;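 active means inhibition above a per-plate cutoff, mean inhibition of test wells between control levels plus 3 SD, cut at about 38% in these data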;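 further: cells cotransfected with COUP-TFII expression vector driving the NGFI-A reporter; 0% = median of COUP-TF2 test wells and 100% = reporter-only cells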
TLR9-MyD88 block = inhibitors of human TLR9-MyD88 binding. inhibition, % at 4.98 µM. CHO BLA complementation TLR9-MyD88, CCF4 FRET ratio. actives 0.21% (n = 340,000). Q9NR96+Q99836;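 active means inhibition above the mean over all tested compounds plus 3 SD, cut at about 21% in these data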;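 further: 0% = DMSO only wells and 100% = clavulanate BLA inhibitor control wells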
SRC3 inh = inhibits human SRC3 coactivator; inhibition, % at 3.6 µM; actives 0.17% (n = 360,000); AID 588352; HEK293 GAL4-SRC3 luciferase reporter, luminescence;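 active means inhibition above a per-campaign cutoff, the mean of all compounds plus 3 SD, cut at about 60% in these data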;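 further: 0% = DMSO-treated cells and 100% = gossypol-treated cells at 36 µM; higher means less SRC3-driven luciferase light from the GAL4 reporter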
NR5A2 inv ag = suppresses constitutive activity of human LRH-1 | O00482 | HEK293T StAR-luciferase reporter, LRH-1 transfected, 24 h | inhibition, % at 3.6 µM | actives 0.13% (n = 360,000) | AID 602396;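 active means inhibition above the mean inhibition of all tested compounds plus 3 SD, cut at about 73% in these data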;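 further: 0% = DMSO wells and 100% = reporter-only cells lacking LRH-1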
SRC1 inh = inhibits human SRC1 coactivator; Q15788; HEK293 GAL4-SRC1 luciferase reporter, luminescence; inhibition, % at 3.6 µM; actives 0.12% (n = 360,000); AID 588354;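 active means inhibition above the campaign mean plus 3 SD, with each screening campaign given its own cutoff, cut at about 60% in these data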;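 further: 0% = DMSO treated cells and 100% = gossypol at 36 µM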
TROY NFkB inh = blocks TROY-dependent signaling in reporter cells; Q293 LMP1-TROYcd NF-kB luciferase reporter, 4 h; AID 1347056; inhibition, % at 10 µM; actives 0.98% (n = 360,000);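 active means compounds whose plate-normalised and pattern-corrected inhibition of the luciferase reporter signal at the single screening dose is 50% or more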
C8 TRAIL sens = sensitizes caspase-8 expressing cells to TRAIL. NB7+C8 cells + TRAIL, ATPlite viability luminescence. inhibition (viability loss, TRAIL sensitization), % at 10 µM. actives 1% (n = 360,000). AID 624354;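 active means compounds causing at least 50% loss of cell viability in the single-dose screen, relative to plate controls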
TWEAK Fn14 block = blocks TWEAK-Fn14 interaction in a reporter cell assay. TWEAK-stimulated Fn14 reporter cells, luciferase luminescence, 8 h. inhibition, % at 10 µM. actives 2% (n = 360,000). AID 1159606; in the data active means inhibition above about 50%
SRC2 inh = inhibits human steroid receptor coactivator 2. Q15596. HEK293 GAL4-SRC2 luciferase reporter, luminescence. inhibition, % at 9 µM. actives 0.17% (n = 370,000). AID 651957;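 active means inhibition above the mean inhibition of all tested compounds plus 3 SD, set per campaign, cut at about 52% in these data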;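 further: 0% = DMSO treated cells and 100% = cells given Gossypol at 36 µM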
Target sequence (Q15596 whole entry, looked up, the tested form may be a part): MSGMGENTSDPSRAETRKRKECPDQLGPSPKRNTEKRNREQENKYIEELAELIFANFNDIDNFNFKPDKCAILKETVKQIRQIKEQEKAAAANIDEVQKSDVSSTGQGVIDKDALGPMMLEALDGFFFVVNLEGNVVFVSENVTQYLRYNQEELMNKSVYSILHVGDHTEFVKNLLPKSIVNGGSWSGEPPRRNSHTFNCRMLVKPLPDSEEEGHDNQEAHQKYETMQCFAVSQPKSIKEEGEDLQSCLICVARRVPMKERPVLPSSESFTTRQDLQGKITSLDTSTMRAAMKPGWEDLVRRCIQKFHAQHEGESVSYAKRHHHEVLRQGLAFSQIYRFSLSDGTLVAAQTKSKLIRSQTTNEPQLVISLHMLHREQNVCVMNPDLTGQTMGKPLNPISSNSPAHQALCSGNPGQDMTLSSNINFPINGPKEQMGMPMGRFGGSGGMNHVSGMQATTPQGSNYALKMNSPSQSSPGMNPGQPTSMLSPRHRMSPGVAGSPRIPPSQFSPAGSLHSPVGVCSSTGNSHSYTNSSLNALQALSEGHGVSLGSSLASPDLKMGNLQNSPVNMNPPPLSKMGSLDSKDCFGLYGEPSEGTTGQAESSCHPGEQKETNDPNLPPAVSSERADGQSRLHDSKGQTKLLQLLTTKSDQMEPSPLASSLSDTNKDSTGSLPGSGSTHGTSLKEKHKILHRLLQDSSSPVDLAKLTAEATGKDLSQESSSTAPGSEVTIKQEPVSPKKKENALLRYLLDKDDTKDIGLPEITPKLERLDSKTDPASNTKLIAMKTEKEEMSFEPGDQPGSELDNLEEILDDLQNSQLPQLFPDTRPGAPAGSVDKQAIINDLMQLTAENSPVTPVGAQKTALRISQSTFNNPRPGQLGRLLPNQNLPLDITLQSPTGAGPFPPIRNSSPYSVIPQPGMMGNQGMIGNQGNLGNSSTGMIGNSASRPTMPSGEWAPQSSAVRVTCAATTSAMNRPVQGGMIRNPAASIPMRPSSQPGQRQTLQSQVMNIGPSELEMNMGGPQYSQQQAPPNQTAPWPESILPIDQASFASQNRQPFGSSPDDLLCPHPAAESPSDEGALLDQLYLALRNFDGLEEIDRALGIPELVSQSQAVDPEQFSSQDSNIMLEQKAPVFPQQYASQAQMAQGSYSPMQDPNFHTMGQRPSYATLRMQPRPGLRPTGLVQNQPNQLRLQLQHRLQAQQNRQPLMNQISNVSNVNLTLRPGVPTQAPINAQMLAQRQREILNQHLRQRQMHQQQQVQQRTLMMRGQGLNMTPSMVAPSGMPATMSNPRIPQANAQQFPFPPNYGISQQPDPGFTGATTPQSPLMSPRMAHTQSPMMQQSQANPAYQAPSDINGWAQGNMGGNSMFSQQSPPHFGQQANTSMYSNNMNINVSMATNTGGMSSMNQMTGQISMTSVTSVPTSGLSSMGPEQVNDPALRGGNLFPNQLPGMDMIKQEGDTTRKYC
NOD2 RIPK2 PPI = NOD2-RIPK2 protein interaction inhibition | O43353 | CHO BLA complementation NOD2-RIPK2, CCF4 ratio | actives 0.38% (n = 360,000) | inhibition, % at 4.98 µM; in the data active means inhibition above about 21%;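 further: 0% = vehicle only and 100% = reference blocker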
EBV LMP1 NFkB = reduces LMP1-driven NF-kappaB luciferase signal | LMP1-induced NF-kappaB luciferase reporter cells, luminescence | inhibition, % at 12.5 µM | actives 0.69% (n = 350,000) | AID 504558; in the data active means inhibition above about 41%;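 further: 0% = neutral control wells and 100% = reference inhibitor control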
* marks the source's active call; other numbers are inactive results; . = not tested or not shown. Not all compounds are listed, so the mix of outcomes need not match the whole.

Sequence of screens – COUP-TFII inh	TLR9-MyD88 block	SRC3 inh	NR5A2 inv ag	SRC1 inh	TROY NFkB inh	C8 TRAIL sens	TWEAK Fn14 block	SRC2 inh	NOD2 RIPK2 PPI	EBV LMP1 NFkB
- CCCCN(C(=O)CCOc1ccc(OCC)cc1)c1c(N)n(Cc2ccccc2)c(=O)[nH]c1=O
  10	-6	15	-16	12	-5	9	0	2	3	-1
- COc1ccc2cc(CN(CC3COCCO3)S(=O)(=O)c3ccccc3)c(=O)[nH]c2c1 (stereo unspecified)
  9	6	17	11	8	-28	1	-14	-13	-36	-1
- O=C(C1=C[C@@H](c2ccc3c(c2)OCO3)C[C@@H](OCc2ccc(CO)cc2)O1)N1CCOCC1
  4	-6	8	7	-5	-4	-12	-4	11	-7	6
- C=CCn1c(=O)c(C(=O)Nc2ccc(C)cc2)c(O)c2ccccc21
  -21	-10	-24	-5	-12	-18	7	-12	2	4	-6
- CC(C)CCNC(=O)NC(=O)COC(=O)C1=COCCO1
  -3	-6	1	15	9	1	1	-7	-27	2	1
- CCc1nc2c(OCc3ccc(Cl)cc3)cccn2c1N(C)C(=O)c1ccccc1F
  0	.	-3	14	7	1	17	-10	-12	1	.
- COC(=O)CN1C(=O)C(O)(CC(=O)c2cccc(Br)c2)c2ccccc21 (stereo unspecified)
  15	-8	3	20	-12	-4	9	7	-19	1	0
- Cc1ccc(SCC(=O)N(C)CC(=O)Nc2cccc(F)c2)cc1
  13	-3	-6	-2	-14	-2	5	9	4	-3	-6
- CCCCc1cc(=O)oc2cc(C)cc(OC(C)C(=O)NC(Cc3c[nH]c4ccc(O)cc34)C(=O)O)c12 (stereo unspecified)
  -4	2	-2	-7	2	10	-6	-1	10	10	7
- Clc1ccc(-c2nc3ccc(Br)cn3c2Cc2ccsc2)cc1
  -31	.	-109	-130	-46	-31	12	-12	-43	-5	.
- O=C(NNC(=O)c1nn(-c2ccc(F)cc2)ccc1=O)Nc1cccc(Cl)c1
  -4	.	1	-9	9	-19	-11	14	15	1	0
- COC(=O)C(C(=O)OC)C(C(=O)OC)C(C(=O)OC)C(=O)OC
  -7	5	0	-28	5	-1	-17	4	-8	-2	-2
- CCc1cccc(NC(=O)Cn2c3[n+](c4ccc(C(F)(F)F)cc42)CCCCC3)c1
  11	-4	-10	-6	-3	4	7	-12	17	2	-8
- O=C(Nc1ccc(F)cc1)c1ccccc1
  -20	-10	-70	-65	-51	-56	2	-25	-64	-3	-19
- Cc1ccc(-c2ccc(CO)o2)cc1N
  -12	-27	-29	-5	-21	-34	2	-13	-28	-10	8
- CCc1nc2c(OCc3ccc(Cl)cc3Cl)cccn2c1N(C)C(=O)C(C)C
  8	.	-7	-11	-7	6	14	-25	10	13	.
- Clc1ccc(-c2nc3n(n2)Cc2ccccc2-3)cc1
  -68	2	-125	-107	-150	-34	59*	52*	-31	-3	-33
- COc1cccc(CN(C)C(=O)c2cccc(S(=O)(=O)N3CCN(c4ccccc4)CC3)c2)c1
  24	-3	-4	17	3	7	-6	15	16	3	-8
- CCN(CC(=O)Nc1c(F)cccc1F)C(=O)/C=C/c1ccc2ccccc2n1
  -18	4	-5	-2	-6	-16	-5	-14	-11	2	-5
- O=C(NNC(=O)C1CC2CCC1C2)c1sc2ccccc2c1Cl (stereo unspecified)
  -36	-5	-26	-78	-51	-20	0	-15	-25	-4	-34
- CCC(CO)NCc1ccc2c(c1)n(C)c(=O)n2C (stereo unspecified)
  -11	11	5	10	-3	-17	2	-14	-16	-3	2
- O=c1c2ccccc2c(C=Nc2cccc(S(=O)(=O)NC3=NCCCCC3)c2)c(O)n1Cc1ccccc1
  -18	2	13	6	2	17	-42	-8	-4	-3	-8
- Cc1oc(-c2ccccc2)cc1C(=O)Nc1ccccc1
  5	7	-8	-26	7	-15	-9	13	-2	8	-9
- COc1ccc(NC(=O)c2sccc2-n2cccc2)cc1
  -7	19	14	-7	15	-3	25	2	-35	-11	6
- CC(=O)Nc1ccc(S(=O)(=O)N[C@@H](C)C(=O)N(C)Cc2cccs2)cc1
  -10	5	10	-19	-10	6	0	-3	10	-12	4
- COc1ccc(CCNC(=O)CSc2nc(-c3ccc(OC)c(OC)c3)ccc2C#N)cc1
  -18	0	8	17	-21	-2	28	-28	8	-7	11
- Cc1oc(-c2cccs2)nc1CS(=O)CC(=O)NCCCOC(C)C (stereo unspecified)
  13	-4	-17	10	-12	7	-8	4	-2	-5	-12
- Cc1ccc(S(=O)(=O)N2CCCCC2)cc1NC(=O)C1CC1
  -10	-7	13	4	6	3	2	12	14	-8	0
- Cc1csc(NC(=O)C2=NN(c3ccccc3)C(=O)CC2)n1
  3	7	6	-1	-16	-2	-6	-26	-68	-1	-3
- c1ccc(-c2nnc(SCc3nnc(-c4cccs4)o3)o2)cc1
  6	5	7	-9	-14	2	6	8	-16	6	-7
- CCSc1nnc(CNC(=O)c2ccccc2F)n1-c1ccccc1OC
  -12	0	0	1	0	-18	-2	2	-34	-14	-3
- CCOC(=O)c1[nH]c(C)c(C(=O)Nc2ccc(C)c(F)c2)c1C
  .	2	5	5	0	-8	12	9	.	4	-1
- O=S(=O)(NC1CCCC1)c1ccccc1Br
  -14	-13	-20	-16	-9	-1	9	8	-11	-4	2
- CN(CC(=O)NC1CCN(Cc2ccccc2)CC1)S(=O)(=O)c1ccc(Br)s1
  27	-1	9	20	-9	15	10	30	6	-5	24
- C/C(=N\NS(=O)(=O)c1ccc(C)c([N+](=O)[O-])c1)c1cc2ccccc2o1
  -2	-2	-12	13	14	-22	-8	10	-7	-16	3
- Cc1cc(C)c2c(N)c(C(=O)N3CCCCCC3)sc2n1
  12	-4	-4	-9	7	-14	-3	5	-20	1	1
- CC12CCC(=O)N1C(C(=O)Nc1cc(C(F)(F)F)ccc1N1CCOCC1)CS2 (stereo unspecified)
  1	-1	-14	0	-19	-20	-35	1	5	0	-1
- CCOC(=O)c1oc2cc(OCC(=O)OC)ccc2c(=O)c1-c1ccc(OC)c(OC)c1
  10	-4	-4	6	8	2	0	2	-2	5	0
- COc1ccc(NC(=O)COC(=O)CCc2nc3ccccc3c(=O)[nH]2)cc1Cl
  13	4	-6	0	-6	1	-13	-12	-3	-2	-4
- O=C(Nc1nnc(Cc2ccccc2)s1)c1cnccn1
  4	1	-15	-3	-1	-35	7	-21	-28	-5	-4
- COc1ccc(/C=N/n2c(C)nc3c([nH]c4ccccc43)c2=O)cc1CN1CCCC(C)(C)C1
  6	-5	9	4	-5	-13	16	2	-14	1	3
- Cc1ccc(S(=O)(=O)N2C[C@]3(O)C[C@@H]4C(=O)N(c5ccccc5)C(=O)[C@@H]4C[C@]3(OC(=O)Nc3cccs3)C2)cc1
  -1	5	-7	5	2	-9	0	-14	-27	4	-19
- OCCNC(=S)Nc1cc(Cl)cc(Cl)c1
  1	-6	8	5	-1	-3	-4	2	22	-6	5
- CCCC12CN3CCN(CC(C3)/C1=N\NC(=O)Nc1ccccc1)C2
  20	-3	8	-17	-15	11	-4	8	14	3	1
- Cc1ccccc1CS(=O)(=O)c1cn(CC(=O)N2CCOCC2)c2ccccc12
  11	0	5	0	-8	1	-8	4	-14	-4	-11
- Cc1noc(C)c1Cn1c(C)c(C(=O)NCc2ccc3c(c2)OCCO3)sc1=O
  -10	.	-12	-20	-18	-1	-12	-7	11	8	.
- CCn1cc(CN2CCc3c([nH]c4ccccc34)C2c2ccc(F)c(OC)c2)c(C)n1 (stereo unspecified)
  6	4	-2	21	-15	-27	-1	-28	3	-8	-1
- COC(=O)CCCC1=CC2=C(c3ccccc3)C(=O)C(C)(OC(=O)C3CCCC3)C(=O)C2=CN1c1ccc(OC)cc1 (stereo unspecified)
  4	3	-7	9	-8	-11	-14	15	-5	8	-1
- COc1ccc(NC(=S)N2CCCC2c2ccc(OC)c(OC)c2)cc1 (stereo unspecified)
  10	-10	-3	3	-4	7	14	-8	1	-4	-1
- CC(NC(=O)Cc1cccs1)C(c1cccs1)N1CCN(c2ccccc2F)CC1 (stereo unspecified)
  -12	4	7	6	-7	-11	-4	10	27	-6	2
- COc1ccc2c(ccc[n+]2CC(=O)c2ccc(C)cc2)c1
  1	-14	4	6	4	7	1	9	3	-9	-9
- O=C(Cn1nc(-c2ccccc2)ccc1=O)NCCN1CCN(c2cccc(Cl)c2)CC1
  -2	6	9	-20	3	10	-13	10	-9	8	12
- COc1ccc(-c2cc(C(F)(F)F)nc(SCC(=O)Nc3cc(C)on3)n2)cc1
  2	2	6	4	-6	5	12	-1	-42	-11	13
- CN(C)c1nc2n(c(=O)n1)CCO2
  -20	-9	6	-2	12	9	-15	-13	2	1	-10
- COC(=O)c1ccc(Nc2cc(C)nc3ccccc23)cc1
  4	1	15	10	-1	13	11	-9	-20	-7	-3
- O=c1[nH]nc(Br)c(=O)n1C(c1ccccc1)c1ccccc1
  -1	-15	6	25	-16	7	-13	-6	8	11	-2
- Cc1cc(N2CCN(S(=O)(=O)c3ccc(C)c(C)c3)CC2)c2ccccc2n1
  .	-4	4	9	-2	30	-2	-4	.	-1	10
- Cc1csc(NC(=O)Nc2ccccc2[N+](=O)[O-])n1
  -22	16	-83	-90	-146	-2	20	8	-80	-3	-30
- Cc1ccc(-c2nnc(N3CCCCCC3)c3ccccc23)cc1
  15	-3	-4	-16	-58	-11	9	-33	10	-6	5
- CC1(C(=O)Nc2ccc(F)cc2F)CCN1C(=O)Cc1ccccc1 (stereo unspecified)
  12	.	6	-1	-2	0	6	16	-16	-18	.

(next part)
Sequence of screens – COUP-TFII inh	TLR9-MyD88 block	SRC3 inh	NR5A2 inv ag	SRC1 inh	TROY NFkB inh	C8 TRAIL sens	TWEAK Fn14 block	SRC2 inh	NOD2 RIPK2 PPI	EBV LMP1 NFkB
- CC(C)OC(=O)c1c(NC(=O)CCC(=O)O)sc2c1CCCCC2
  -4	-2	16	-1	9	-12	7	6	13	-7	-5
- c1ccc(Oc2nc(NCc3ccco3)nc(NCc3ccco3)n2)cc1
  19	8	-8	19	14	-13	-3	-5	3	12	-7
- CCOC(=O)CCc1c(C)c2ccc(O)cc2oc1=O
  -11	-1	0	-14	3	-40	1	-14	-9	-5	-3
- CC(C)CC(=O)Nc1nnc(SCC(=O)NCC2CCCO2)s1 (stereo unspecified)
  -5	-2	10	-15	-21	3	-2	0	-2	-7	3
- N#C/C(=C\c1ccc(/C=C(/C#N)c2nn(CCO)c(N)c2C#N)cc1)c1nn(CCO)c(N)c1C#N
  -5	5	13	-2	9	10	-5	-36	-2	0	-2
- Cc1ccc(NC(=O)CSc2nc3ccccc3c(=O)n2CCCN2CCCCC2)cc1Cl
  -7	1	-14	4	2	-6	38	-58	24	-3	-16
- CS(=O)(=O)OCCCCOS(C)(=O)=O
  11	6	-22	11	-7	2	0	10	7	2	5
- Cc1ccc(NCc2ccccc2O)cc1C
  -29	3	-24	-16	-13	-22	-1	-23	-50	4	-3
- CCc1c(C(=O)N/N=C/c2sccc2C)nnn1-c1nonc1N
  -40	1	-20	-16	7	-18	2	-4	-43	2	-12
